Screens (PubChem BioAssay)
HEK293 tox: cytotoxic compounds in HEK 293 cells; Potency, µM (top dose mostly 115 µM), for inactives: at the top dose activity change, negative = cytotoxicity, actives largely listed as inhibitors; AID 1345083; 94,000 compounds, 6.6% hits; HEK 293 viability, ATP luminescence (CellTiter-Glo), 48-72 h; further: potency means the concentration at half of the fitted maximal effect; nearly all actives have a fitted effect of over 60% in size
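Cytotoxicity was scored by loss of ATP-coupled luminescence (CellTiter-Glo) in HEK 293 cells. Compound treatment ran 48 or 72 hr at 37 degree Celsius, 5% CO2, 95% humidity.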
Luciferase inh: Photinus pyralis luciferase inhibition; 76,000 compounds, 2.5% hits; Potency, µM (series often up to 115 µM), inactives show at the top dose activity change, negative = inhibition, most hits filed as inhibitors; P08659; purified P. pyralis luciferase, luminescence, biochemical; further: potency means the concentration at half of the fitted maximal effect; nearly all actives have a fitted effect of over 65% in size
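Purified P. pyralis luciferase (10nM final) in 50mM Tris acetate pH 7.5, 10mM Mg acetate, 0.01% Tween-20, 0.05% BSA with 10uM D-luciferin and 10uM ATP. Compounds titrated qHTS. Luminescence imaged on CCD.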
IP6K1 inhibitor: inhibitors of human IP6K1; IP6K1 kinase, ADP-Glo luminescence, 2 h; stronger effect = lower value; activity change, % (series mostly up to about 58 µM); 140,000 compounds, 0.81% hits; in the data active means activity change below about -25%
Target sequence (Q92551 whole entry, looked up): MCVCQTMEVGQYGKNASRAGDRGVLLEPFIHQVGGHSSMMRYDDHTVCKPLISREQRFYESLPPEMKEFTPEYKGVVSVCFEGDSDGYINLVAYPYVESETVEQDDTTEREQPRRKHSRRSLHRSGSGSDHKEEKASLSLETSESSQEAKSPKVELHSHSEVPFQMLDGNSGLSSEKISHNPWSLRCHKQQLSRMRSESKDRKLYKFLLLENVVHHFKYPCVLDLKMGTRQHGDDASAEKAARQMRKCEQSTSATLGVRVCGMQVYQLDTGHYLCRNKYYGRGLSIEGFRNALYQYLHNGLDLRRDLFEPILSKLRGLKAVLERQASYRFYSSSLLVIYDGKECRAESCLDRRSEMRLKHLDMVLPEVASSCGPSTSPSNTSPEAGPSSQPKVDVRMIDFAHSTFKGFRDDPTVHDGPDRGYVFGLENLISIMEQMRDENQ
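ADP-Glo luminescence measures ADP made by human IP6K1 during a 2 h RT reaction with ATP/IP6 (mix at 1.3 mM/130 uM); top library doses 57.5 and 19.1 uM final.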
GPT2 inhibitor: blocks human glutamate pyruvate transaminase 2 | Potency, µM (series often up to 57.7 µM), for the others: at the highest dose activity change, negative = inhibition, hits mostly inhibitors | Recombinant GPT2, coupled pyruvate oxidase/HRP Amplex Red fluorescence | Q8TD30 | 100,000 compounds, 0.25% hits | AID 1671188; further: potency means the concentration at half of the fitted maximal effect; nearly all actives have a fitted effect of over 60% in size; many of its hits are not listed in these tables
Target sequence (Q8TD30 whole entry, looked up): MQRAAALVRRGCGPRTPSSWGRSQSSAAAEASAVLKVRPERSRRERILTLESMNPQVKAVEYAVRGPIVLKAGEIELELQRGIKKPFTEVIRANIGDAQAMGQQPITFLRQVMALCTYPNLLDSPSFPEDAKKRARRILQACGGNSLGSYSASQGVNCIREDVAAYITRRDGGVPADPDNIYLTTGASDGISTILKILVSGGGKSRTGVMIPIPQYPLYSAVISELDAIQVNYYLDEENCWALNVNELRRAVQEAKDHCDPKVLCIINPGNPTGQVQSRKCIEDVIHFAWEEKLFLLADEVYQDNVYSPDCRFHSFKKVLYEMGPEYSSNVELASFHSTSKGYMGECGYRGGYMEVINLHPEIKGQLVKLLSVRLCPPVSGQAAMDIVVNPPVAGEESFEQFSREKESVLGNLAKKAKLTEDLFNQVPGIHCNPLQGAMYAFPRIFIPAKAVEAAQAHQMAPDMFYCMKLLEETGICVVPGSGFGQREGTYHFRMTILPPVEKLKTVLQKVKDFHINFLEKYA
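Inhibition is scored from Amplex Red fluorescence generated when pyruvate oxidase and HRP act on pyruvate released by GPT2. Reactions contain 10ng/uL enzyme, 250uM a-KG and 2mM L-alanine and run 30 min at room temperature.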
SNCA viab count: cell viability loss counter-screen; HEK-293-SNCA-luc viability, GF-AFC fluorescence, 24 h; Potency, µM (doses to about 57.1 µM), without a hit: at the top dose activity change, negative = cytotoxicity, actives largely listed as cytotoxic; 150,000 compounds, 0.12% hits;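 further: potency means the concentration at half of the fitted maximal effect; 0% = DMSO-treated cells and -100% = medium-only wells without cells; nearly all actives have a fitted effect of over 30% in size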
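Cytotoxicity counterscreen: after 24 h compound treatment of genome-edited SNCA-luciferase HEK-293 cells, live-cell protease substrate GF-AFC read by fluorescence after 30 min; activity scaled between DMSO (0%) and medium-only (-100%), curves Hill-fitted.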
NIH3T3 tox: cytotoxic compounds in NIH 3T3 cells. Potency, µM (titrated, usually from 96.7 µM), without a hit: top-dose activity change, negative = cytotoxicity, most hits filed as inhibitors. NIH 3T3 viability, CellTiter-Glo ATP luminescence, 48-72 h. 94,000 compounds, 4.3% hits; further: potency means the concentration at half of the fitted maximal effect; nearly all actives have a fitted effect of over 55% in size
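Cytotoxicity is measured as loss of cellular ATP: NIH 3T3 cells (400/well) are exposed to compound for 48 or 72 hr at 37 °C, then CellTiter-Glo luminescence is imaged after 10 min at room temperature.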
SNCA expr inhib: SNCA gene expression inhibition. Potency, µM (titrated, usually from 57.2 µM), for the others: at the highest dose activity change, negative = inhibition, hits mostly inhibitors. 140,000 compounds, 0.17% hits. HEK-293 SNCA-luciferase knock-in, luminescence, 24 h. AID 1671194;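 further: potency means the concentration at half of the fitted maximal effect; plate controls were DMSO cells for no effect and cell-free wells for full effect; nearly all actives have a fitted effect of over 45% in size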
* = called active by the depositor; [ ] = another dose, or the depositor's remark. Unless noted, the call rests on the fitted dose curve; in most records, active means well fitted curve in the direction sought with a large enough effect; inconclusive means small, poorly fitted or top-dose-only effect, or another doubt; inactive means no such curve, though single readings can be large; an effect the other way counts as inactive or inconclusive. Unless noted, on the % scale 0 is the no-effect control and ±100 the full control effect.

Start of the listing, in advance, 2 compounds:
`Cc1cc2oc(C(=O)Nc3cccc(-c4nc5ccccc5o4)c3)c(C)c2cc1C` gave IP6K1 inhibitor 6.0, SNCA viab count 2.0% and SNCA expr inhib 26.2%.
Screening COc1ccc(NC(=O)Cn2c(N(C)Cc3ccccc3)nc(C)cc2=O)cc1 returned HEK293 tox 44.7µM*, Luciferase inh -1.0%, IP6K1 inhibitor 14.6, GPT2 inhibitor inactive, SNCA viab count -25.5%, NIH3T3 tox inconclusive and SNCA expr inhib inconclusive.

Results (from the top)
`Cc1cc2oc(C(=O)Nc3cccc(-c4nc5ccccc5o4)c3)c(C)c2cc1C` gave IP6K1 inhibitor 6.0, SNCA viab count 2.0% and SNCA expr inhib 26.2%.
Screening COc1ccc(NC(=O)Cn2c(N(C)Cc3ccccc3)nc(C)cc2=O)cc1 returned HEK293 tox 44.7µM*, Luciferase inh -1.0%, IP6K1 inhibitor 14.6, GPT2 inhibitor inactive, SNCA viab count -25.5%, NIH3T3 tox inconclusive and SNCA expr inhib inconclusive.
For Fc1ccc(C2Cn3nnc(-c4nc(-c5ccc(Cl)cc5)no4)c3CO2)cc1 (centres undefined) the results were HEK293 tox 3.5%, Luciferase inh -17.7%, IP6K1 inhibitor 1.2, GPT2 inhibitor inactive, SNCA viab count 3.1%, NIH3T3 tox inactive and SNCA expr inhib 11.4%.
CC(C)(C)NC(=O)CN1C(=O)C(c2ccccc2)=NC12CCCCC2 was read as HEK293 tox -19.8%, Luciferase inh -18.8%, IP6K1 inhibitor 7.7, GPT2 inhibitor -20.1%, SNCA viab count -8.1%[12.5 µM], NIH3T3 tox -33.1% and SNCA expr inhib 23.9%.
Cc1ccc(-n2nc3c(=O)n(CCCC(=O)NC(C)c4ccccc4)nc(C)c3c2C)cc1 (centres undefined) was read as IP6K1 inhibitor 0.4, SNCA viab count 1.7% and SNCA expr inhib 28.2µM*.
Screening O=c1c2cnn(-c3ccc(F)cc3)c2ncn1Cc1ccccc1Cl returned IP6K1 inhibitor 5.0, SNCA viab count 0.9% and SNCA expr inhib -4.3%.
C=CCNC(=O)N[C@H]1CCN(C(=O)CC(C)(C)C)[C@@H]1C(=O)N(C)CC(N)=O was read as HEK293 tox inactive, Luciferase inh 7.0%[172 µM], IP6K1 inhibitor -8.9, GPT2 inhibitor 2.5%[88.5 µM], SNCA viab count 3.4%[87.6 µM], NIH3T3 tox 0.3%[138 µM] and SNCA expr inhib 2.1%[87.6 µM].
Screening CC1(C)S[C@@H]2[C@H](NC(=O)[C@H](N)c3ccccc3)C(=O)N2[C@H]1C(=O)O returned IP6K1 inhibitor 5.1, GPT2 inhibitor inactive, SNCA viab count -31.5%[23.9 µM] and SNCA expr inhib -37.5%[25.6 µM].
Screening Cc1oc2ncn(CC(C)C)c(=O)c2c1C(=O)N1CCN(c2ccc(F)cc2)CC1 returned IP6K1 inhibitor 22.3, SNCA viab count -2.8% and SNCA expr inhib 2.3%.
`COc1ccc(F)cc1-c1ccc(CN2CCCCC2C(=O)N2CCc3ccccc3C2)cc1` (centres undefined) gave HEK293 tox 31.6µM*, IP6K1 inhibitor -7.2 and NIH3T3 tox 39.8µM*.
For CCCSCCCNC(=O)C1CCN(C(=O)c2cc3sccc3n2C)CC1 the results were IP6K1 inhibitor -9.2, SNCA viab count -2.7% and SNCA expr inhib inconclusive.
Screening CCOC(=O)c1sc(NC(=O)C(C)Oc2ccc(OC)cc2)c(C(=O)OCC)c1C (centres undefined) returned IP6K1 inhibitor 17.3, SNCA viab count 16.0% and SNCA expr inhib -12.6%.
Screening CCCCn1c(=O)c(C(=O)NCc2cccs2)nc2cccnc21 returned HEK293 tox -28.3%, IP6K1 inhibitor 19.2, GPT2 inhibitor 0.9%, SNCA viab count -2.3%, NIH3T3 tox -26.0% and SNCA expr inhib -4.8%.
Screening Cc1ccc(-c2nc3cccnc3s2)cc1NC(=O)C(C)C returned IP6K1 inhibitor -9.6, SNCA viab count -6.6% and SNCA expr inhib 31.2%.
For Cn1nc(C(=O)NC2CCCc3c2[nH]c2ccccc32)c2ccccc2c1=O (centres undefined) the results were HEK293 tox 35.5µM*, Luciferase inh -4.8%, IP6K1 inhibitor 0.0, GPT2 inhibitor 0.6%, SNCA viab count -4.1%, NIH3T3 tox inconclusive and SNCA expr inhib -5.2%.
For Cn1cccc1C(=O)N1CCCN(S(=O)(=O)c2ccccc2)CCC(=O)NCC1 the results were HEK293 tox -18.0%, Luciferase inh -14.0%, IP6K1 inhibitor 11.0, GPT2 inhibitor -26.5%, SNCA viab count -17.0%, NIH3T3 tox -19.5% and SNCA expr inhib -22.5%.
Cc1ccc(-c2nc3cc(NC(=O)Cc4ccc(Cl)cc4)ccc3o2)cc1 was read as IP6K1 inhibitor 8.3, SNCA viab count -4.8% and SNCA expr inhib 47.0%[activator].
COc1cccc(C(=O)N2CCC3(CC2)NC(=O)N(c2cccc(F)c2)N3)c1OC was read as HEK293 tox inconclusive, Luciferase inh 0.9%, IP6K1 inhibitor -0.2, GPT2 inhibitor inconclusive, SNCA viab count -4.0%, NIH3T3 tox -22.8% and SNCA expr inhib -11.8%.
Screening COCCn1c(=O)n([C@H]2CCCN(C(=O)c3ccn[nH]3)C2)c2ncccc21 returned HEK293 tox -2.4%, Luciferase inh 0.0%, IP6K1 inhibitor 6.1, GPT2 inhibitor inactive, SNCA viab count 13.0%, NIH3T3 tox -8.9% and SNCA expr inhib -24.4%.
COc1cc(OC)cc(C(=O)N2CCC(c3nc(C4CCOC4)no3)CC2)c1 (centres undefined) was read as HEK293 tox 0.4%, Luciferase inh -0.5%, IP6K1 inhibitor 18.8, GPT2 inhibitor 1.4%[11.5 µM], SNCA viab count 11.3%, NIH3T3 tox -0.3% and SNCA expr inhib 8.4%.
`CN(C)c1cc(N2CCCC(NC(=O)c3ccsc3)C2)ncn1` (centres undefined) gave HEK293 tox -10.2%, Luciferase inh 5.4%, IP6K1 inhibitor 1.3, GPT2 inhibitor inactive, SNCA viab count 4.4%, NIH3T3 tox -8.3% and SNCA expr inhib -2.7%.
COc1ccccc1Nc1ccnc(N2CCCC(C(=O)NCCSC)C2)n1 (centres undefined) was read as HEK293 tox inconclusive, IP6K1 inhibitor 17.3, GPT2 inhibitor inactive, SNCA viab count 6.4%[12.5 µM], NIH3T3 tox inconclusive and SNCA expr inhib 52.2%[activator].
Screening CCOc1ccc(CCNC(=O)c2c(C)oc3ncn(CC(C)C)c(=O)c23)cc1OCC returned IP6K1 inhibitor 17.9, SNCA viab count -4.4% and SNCA expr inhib -1.0%.
`COc1cccc(CNC(=O)c2ccc3c(c2)c(C)c(C)n3Cc2ccccc2)c1` gave IP6K1 inhibitor -19.1, SNCA viab count 3.8% and SNCA expr inhib -15.1%.
Screening CCN(CC)CCNC(=O)C1CCN(c2cc(C)nc3c(-c4ccc(Cl)cc4)c(C)nn23)CC1 returned IP6K1 inhibitor -1.7, SNCA viab count 0.7% and SNCA expr inhib -6.0%.
For O=C(Cc1ccc(F)cc1)NC1CCN(c2cn[nH]c(=O)c2)CC1 the results were HEK293 tox inactive, Luciferase inh -1.0%, IP6K1 inhibitor 3.5, GPT2 inhibitor inactive, SNCA viab count -6.2%, NIH3T3 tox inactive and SNCA expr inhib 7.9%.
Screening CC(C)c1ccc(NC(=O)CN2C(=O)COc3ccc(S(=O)(=O)N4CCOCC4)cc32)cc1 returned IP6K1 inhibitor 13.8, SNCA viab count -4.7% and SNCA expr inhib inconclusive.
O=C(c1ccncn1)N1CC(F)(F)C[C@H]1c1nc(C2CC2)no1 was read as HEK293 tox -1.3%, Luciferase inh -5.9%, IP6K1 inhibitor 17.8, GPT2 inhibitor -12.0%, SNCA viab count 7.1%, NIH3T3 tox -0.2% and SNCA expr inhib -17.5%.
CCc1nncn1C1CCN(S(=O)(=O)c2ccc(C)c(Cl)c2)CC1 was read as HEK293 tox -5.6%, Luciferase inh -3.1%, IP6K1 inhibitor 6.3, GPT2 inhibitor -4.0%, SNCA viab count 6.8%, NIH3T3 tox -16.7% and SNCA expr inhib -9.3%.
For CC(C)NC(=O)N1CCN(C(=O)NC(C)C)[C@@H](C(=O)N[C@@H](CC2CCCCC2)C(N)=O)C1 the results were HEK293 tox -15.2%, Luciferase inh -13.5%, IP6K1 inhibitor 5.2, GPT2 inhibitor 0.9%, SNCA viab count 8.6%, NIH3T3 tox -6.4% and SNCA expr inhib -11.0%.
For CCC(C)NC(=O)c1cc(-c2ccccc2OC)nc2c1cnn2C (centres undefined) the results were HEK293 tox -14.6%, IP6K1 inhibitor 0.0 and NIH3T3 tox -26.3%.
`COc1cccc2c1cc1c(=O)n(CC(=O)N3CCN(c4ccc(F)cc4)CC3)nc(C)n12` gave IP6K1 inhibitor -20.7, SNCA viab count -0.4% and SNCA expr inhib 15.2%.
Screening O=C(NCc1cccs1)c1nn(-c2ccccc2F)nc1CO returned IP6K1 inhibitor 14.7, SNCA viab count 10.1% and SNCA expr inhib 8.4%.
`O=C(Cn1c2c(c(=O)n1Cc1ccccc1)CCN(Cc1ccccc1)C2)NCc1cnccn1` gave HEK293 tox inactive, Luciferase inh 4.8%, IP6K1 inhibitor 4.1, GPT2 inhibitor 0.8%, SNCA viab count -11.8%, NIH3T3 tox inconclusive and SNCA expr inhib 23.0%.
O=C(OCc1ccccc1)N1CCC2(CC1)C(=NC1CCCC1)NC(=O)N2c1cc(F)cc(F)c1 was read as HEK293 tox inconclusive, Luciferase inh -5.9%, IP6K1 inhibitor 11.4, GPT2 inhibitor inactive, SNCA viab count -3.3%, NIH3T3 tox -27.5% and SNCA expr inhib 8.2%.
For COCCC1(N(C)C)CCN(C(=O)c2ccnn2C)CC1 the results were HEK293 tox 2.5%, Luciferase inh 1.3%, IP6K1 inhibitor -8.0, GPT2 inhibitor 0.7%, SNCA viab count -9.5%, NIH3T3 tox -5.2% and SNCA expr inhib -6.2%.
For NC(=O)CO[C@@H]1CO[C@H]2[C@@H]1OC[C@@H]2NC(=O)NCc1ccccc1 the results were HEK293 tox inactive, Luciferase inh -20.2%[172 µM], IP6K1 inhibitor 8.3, GPT2 inhibitor -10.0%[88.5 µM], SNCA viab count 2.7%[87.6 µM], NIH3T3 tox -2.8%[174 µM] and SNCA expr inhib 54.8%[activator][87.6 µM].
`CCOc1ccc(CC(=O)N2CCCN(S(C)(=O)=O)c3ccccc32)cc1OCC` gave HEK293 tox -12.7%, Luciferase inh -3.9%, IP6K1 inhibitor -1.7, GPT2 inhibitor -7.2%, SNCA viab count 6.4%, NIH3T3 tox -12.6% and SNCA expr inhib 5.6%.
For COc1ccccc1CNc1ccc(-c2nc(-c3ccccn3)no2)cc1[N+](=O)[O-] the results were IP6K1 inhibitor -10.5, SNCA viab count -4.7% and SNCA expr inhib 34.8%[activator].
`COC(=O)c1ccc(NC(=O)CSc2nc3ccc(OC)cc3[nH]2)cc1` gave IP6K1 inhibitor -0.4, SNCA viab count 1.0% and SNCA expr inhib 5.2%.
